Source: PubChem BioAssay
RPL19A-GFP yeast = alters RPL19A-GFP fluorescence in TOR pathway yeast screen | S. cerevisiae RPL19A-GFP strain, flow cytometry, 3 h; hits give low values | percent response vs DMSO, % at 10 µM | 0.3% of 330,000 active | AID 2025;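 active = percent response vs DMSO below 50%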;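 also: median channel GFP fluorescence of the barcoded RPL19A-GFP strain; ratio of sample median GFP to plate DMSO average so 100% = DMSO; lower means less RPL19A-GFP as with rapamycin TOR inhibition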
MEP2-GFP yeast = modulators of TOR pathway MEP2-GFP in S. cerevisiae. S. cerevisiae MEP2-GFP strain, flow cytometry GFP, 3 h; 100% = DMSO control level. GFP response vs DMSO, % at 10 µM. AID 2016. 0.51% of 330,000 active;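 active = GFP response versus DMSO above a set limit, roughly screen mean plus 3 SD, cut at about 180% in these data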;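 also: median GFP fluorescence of the barcode-gated MEP2-GFP cells per well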
VLA-4 inh = inhibition in a human VLA-4 binding assay. VLA-4 expressing cells, ligand binding flow cytometry. inhibition, % (about 7 µM as worked out from the volumes in the protocol). P13612. 0.2% of 330,000 active; in the data active = inhibition above about 50%
LAP4-GFP MLPCN = yeast TOR pathway LAP4-GFP modulation; S. cerevisiae LAP4-GFP multiplex, flow cytometry GFP, 3 h; median GFP as percent of DMSO wells; GFP response vs DMSO, % at 10 µM; 0.34% of 320,000 active; AID 2023;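 active = GFP response vs DMSO above a set limit, about the screen mean plus 3 SD, cut at about 150% in these data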
CIT2 TOR yeast = yeast TOR pathway CIT2-GFP modulation; 0.065% of 320,000 active; GFP response vs DMSO, % at 10 µM; AID 2029; S. cerevisiae CIT2-GFP strain, flow cytometry, 3 h; 100 means same as DMSO wells;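 active = GFP response relative to DMSO above a set limit, near the screen mean plus 3 SD, cut at about 150% in these data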;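 also: ratio of well median GFP fluorescence to mean of DMSO wells on the plate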
GRK2 aptamer HTS = blocks RNA aptamer binding to human GRK2; P25098; bead flow cytometry, FAM-aptamer displacement from GRK2; inhibition of aptamer binding, % at 10 µM; 0.59% of 330,000 active;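 active = inhibition of aptamer binding above 40%, roughly 3 SD of noise, on plates passing a quality check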;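 also: median bead fluorescence of bound FAM aptamer so fluorescent compounds give negative values; no value below 0 was filed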
Target sequence (P25098 whole entry, looked up): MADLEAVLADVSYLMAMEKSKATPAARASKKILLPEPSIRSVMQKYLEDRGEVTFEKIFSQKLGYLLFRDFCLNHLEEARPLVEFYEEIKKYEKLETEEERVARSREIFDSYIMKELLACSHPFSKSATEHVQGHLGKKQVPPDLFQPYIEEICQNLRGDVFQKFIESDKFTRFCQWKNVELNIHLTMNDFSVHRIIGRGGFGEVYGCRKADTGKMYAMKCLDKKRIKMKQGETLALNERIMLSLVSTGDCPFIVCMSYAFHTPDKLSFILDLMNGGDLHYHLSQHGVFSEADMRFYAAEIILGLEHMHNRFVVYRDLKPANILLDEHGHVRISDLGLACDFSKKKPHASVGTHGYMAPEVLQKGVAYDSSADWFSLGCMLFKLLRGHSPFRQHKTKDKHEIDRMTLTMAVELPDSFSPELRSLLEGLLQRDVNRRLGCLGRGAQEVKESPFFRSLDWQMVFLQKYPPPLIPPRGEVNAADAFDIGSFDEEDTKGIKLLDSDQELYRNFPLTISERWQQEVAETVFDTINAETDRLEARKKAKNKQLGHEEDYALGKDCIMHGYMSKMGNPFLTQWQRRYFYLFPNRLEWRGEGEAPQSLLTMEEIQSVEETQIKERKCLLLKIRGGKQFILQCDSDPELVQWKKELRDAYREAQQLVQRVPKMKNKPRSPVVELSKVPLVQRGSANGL
AGP1 TOR yeast = modulators of TOR pathway AGP1-GFP in S. cerevisiae; S. cerevisiae AGP1-GFP multiplex flow cytometry, 3 h; GFP as percent of DMSO wells; 0.02% of 320,000 active; GFP response vs DMSO, % at 10 µM;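 active = GFP response relative to DMSO above a set limit, near screen average plus 3 SD, cut at about 150% in these data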;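 also: median GFP channel fluorescence of the gated AGP1 strain per well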
CR mimetic SO = yeast age-related superoxide inhibition as caloric restriction mimetic; S. cerevisiae aged cells, superoxide DHE fluorescence; hits give low values; superoxide response (% of plate mean), % at 10 µM; 0.18% of 330,000 active;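 active = superoxide response under a set limit, about three screen SD below normal, cut at about 65% in these data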;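 also: yeast aged for seven days with compound at 30 °C before DHE staining; 100% = average MFI of all compound-treated wells on the plate with controls excluded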
Active calls of the source: *; / = no result given. Not all compounds are listed. The share of hits here may be higher or lower than overall.

SMILES	RPL19A-GFP yeast	MEP2-GFP yeast	VLA-4 inh	LAP4-GFP MLPCN	CIT2 TOR yeast	GRK2 aptamer HTS	AGP1 TOR yeast	CR mimetic SO
CN1C[C@H](CO)C=C2c3cccc4[nH]cc(c34)C[C@H]21	95	109	-8	106	95	0	102	98
Cc1ccccc1-c1nc2ccccc2c(=O)n1C	103	112	20	87	102	2	92	107
C=CCN1C(=O)NC(=O)/C(=C/c2cccn2C)C1=O	94	96	-9	95	105	4	95	95
CC(NS(C)(=O)=O)c1nnc2n1-c1ccc(Br)cc1C(c1ccccc1Cl)=NC2 (stereo not given)	97	99	6	108	110	0	112	110
COC(=O)C1=C(c2cc3ccccc3o2)C[C@@H]2CC[C@H]1N2C(=O)NCc1ccc(F)cc1	110	99	8	122	94	0	98	101
O=c1c2ccccc2nc(/C=C/c2ccccc2)n1-c1ccc(O)cc1	104	101	-6	102	95	0	99	108
Cc1cc(C(=O)Nc2ccccc2)nn1C(C)(C)C	101	103	9	117	98	3	107	94
CN(C)c1ccc(NC(=O)CN2C(=O)CN=C(c3ccccc3)c3ccccc32)cc1	101	100	0	95	102	0	102	108
CCOc1cc2c(cc1OCC)-n1cccc1C(c1ccccc1OC)NC2 (stereo not given)	105	105	-2	102	106	0	100	100
COc1ccc(CC(C)NC2CCCCCC2)cc1 (stereo not given)	106	102	9	98	105	0	104	96
O=C1NC(=O)C(CCc2ccncc2)(C2CCCCC2)C(=O)N1	100	99	33	103	82	0	77	87
O=C(Cc1ccccc1)N1CCN(Cc2cccc(Br)c2)CC1	97	97	5	96	98	4	97	82
O=C(c1cn(Cc2ccccc2)c2ccccc12)N1CCCCC1	103	104	5	106	96	0	99	87
O=C(c1ccc(CS(=O)(=O)c2ccccc2)o1)N1CCC2(CC1)OCCO2	95	93	-12	92	91	4	96	106
CN(C(=O)Oc1cccc2cccnc12)c1ccccc1	97	102	4	106	91	0	93	95
COc1ccccc1CN1CCCCC1c1cccnc1 (stereo not given)	99	102	7	103	101	1	101	97
C[C@]12CCC3C(CC[C@H]4C[C@@H](O)CC[C@]34C)C1CC[C@@H]2O (stereo not given in full)	92	89	25	103	85	3	94	72
COc1ccc(C(CNC(=O)c2ccc3c(c2)CCC3)N(C)C)cc1 (stereo not given)	91	99	-26	105	97	0	90	101
c1ccc2c(CN3CCCCCC3)c[nH]c2c1	106	104	-2	99	104	0	102	102
Clc1ccc(COC(Cn2ccnc2)c2ccc(Cl)cc2Cl)cc1 (stereo not given)	99	94	10	97	92	0	96	104
CC(NC(=O)Cc1cccc2ccccc12)C(=O)N1CCC(=O)CC1 (stereo not given)	101	95	-4	109	103	5	105	109
Cc1nc2ccccc2c(=O)n1/N=C/c1cc(Br)cc(Br)c1O	94	97	-9	127	99	11	96	90
CC(=O)Nc1ccccc1C(=O)OCc1ccc(F)cc1	99	109	13	104	95	0	97	126
O=C(Cc1ccccc1)Oc1ccccc1N1C(=O)CCC1=O	99	106	5	97	98	1	97	124
N[C@@H]1CCCC[C@H]1N.O=C(O)C(=O)O.[Pt]	96	90	10	97	103	3	89	91
O=C1NC(=O)C(=Cc2ccc(-c3ccccc3[N+](=O)[O-])o2)C(=O)N1	95	99	15	119	89	0	99	122
Cc1sc2ncn(CC(=O)N3CCC4(CC3)OCCO4)c(=O)c2c1C	97	106	16	98	95	0	93	110
CCN(CC)c1ccc(CC2C(=O)N(C)C(=O)N(C)C2=O)cc1	111	110	-8	104	116	0	110	95
c1ccc(-c2cc(-c3ccccc3)[n+](-c3ccccc3)c(-c3ccccc3)c2)cc1	97	109	1	108	102	8	105	88
O=C(NCCN1CCOCC1)c1ccc(Cl)nc1Cl	91	93	7	82	90	0	95	93
C[C@H](N)CN1CCc2ccc(Br)cc21	106	93	23	107	98	0	98	120
O=C(Cn1nc(-c2ccccc2)ccc1=O)N1CCC2(CC1)OCCO2	89	93	8	98	92	1	99	83
CC(C)=CCc1c(O)cc2c(c1O)C(=O)CC(c1ccc(O)cc1)O2 (stereo not given)	90	104	26	101	91	0	94	103
CC12CC[C@H]3[C@@H](CCC4(O)C[C@H](O)CCC34/C=N/NC(=O)Cc3ccccc3)C1(O)CCC2C1=CC(=O)OC1 (stereo not given in full)	99	101	8	99	99	1	103	110
COc1cc(OC)c(OC)cc1CNCCc1ccc(F)cc1	112	108	4	97	104	0	104	103
CC(C)c1ccc(N=Cc2c(O)n(C3CC3)c(=S)[nH]c2=O)cc1	93	98	-2	111	92	2	100	102
OC(C#CCN1CCOCC1)(c1ccccc1)C1CCCC1 (stereo not given)	85	84	8	87	88	0	88	89
O=C1NC(=O)N(c2ccc3c(c2)OCO3)C(=O)/C1=C\c1ccsc1	103	101	-2	108	106	1	109	88
Cc1cc(OCC(=O)NCC2CCC(C(=O)O)CC2)c2c3c(c(=O)oc2c1)CCC3 (stereo not given)	104	100	-1	111	100	2	107	103
Cc1ccc(O)c(C(=O)c2cc(C(=O)NCc3ccccc3)c(=O)n(Cc3ccccc3)c2)c1	99	95	12	105	89	0	92	102
CCOc1ccc(CN2CCN(C(=O)Cc3ccccc3)CC2)cc1	104	113	-4	90	107	1	101	107
CCOc1ccc(N2C(=O)NC(=O)/C(=C\c3ccccc3[N+](=O)[O-])C2=O)cc1	96	91	5	92	99	0	91	97
CCCC/C(=N\O)c1c[nH]c2ccccc12	93	94	-8	104	84	0	97	82
NS(=O)(=O)c1cccc(N2CCNCC2)c1	87	91	4	91	84	0	85	104
O=C(CCc1nc(-c2ccccc2F)no1)N1CCC2(CC1)OCCO2	102	103	3	105	96	3	106	122
O=C(O)c1[nH]c(=O)[nH]c(=O)c1F	99	103	-2	110	98	2	107	96
COC(=O)C1=C(c2ccc(S(C)(=O)=O)cc2)C[C@@H]2CC[C@H]1N2C(=O)NCC1CC1	104	105	-1	117	92	0	93	96
Fc1c(F)c(F)c(N2CCNCC2)c(F)c1F	98	100	11	101	99	1	101	95
Clc1ccc(OCC#CCN2CCCCCC2)cc1	104	100	3	92	85	0	99	95
O=C1CC(c2ccccc2)CN1 (stereo not given)	98	103	5	129	106	2	127	108

4 entries from above, with each value named.
> O=C(CCc1nc(-c2ccccc2F)no1)N1CCC2(CC1)OCCO2
  RPL19A-GFP yeast: 102 | MEP2-GFP yeast: 103 | VLA-4 inh: 3 | LAP4-GFP MLPCN: 105 | CIT2 TOR yeast: 96 | GRK2 aptamer HTS: 3 | AGP1 TOR yeast: 106 | CR mimetic SO: 122
> O=C(O)c1[nH]c(=O)[nH]c(=O)c1F
  RPL19A-GFP yeast: 99 | MEP2-GFP yeast: 103 | VLA-4 inh: -2 | LAP4-GFP MLPCN: 110 | CIT2 TOR yeast: 98 | GRK2 aptamer HTS: 2 | AGP1 TOR yeast: 107 | CR mimetic SO: 96
> COC(=O)C1=C(c2ccc(S(C)(=O)=O)cc2)C[C@@H]2CC[C@H]1N2C(=O)NCC1CC1
  RPL19A-GFP yeast: 104 | MEP2-GFP yeast: 105 | VLA-4 inh: -1 | LAP4-GFP MLPCN: 117 | CIT2 TOR yeast: 92 | GRK2 aptamer HTS: 0 | AGP1 TOR yeast: 93 | CR mimetic SO: 96
> Fc1c(F)c(F)c(N2CCNCC2)c(F)c1F
  RPL19A-GFP yeast: 98 | MEP2-GFP yeast: 100 | VLA-4 inh: 11 | LAP4-GFP MLPCN: 101 | CIT2 TOR yeast: 99 | GRK2 aptamer HTS: 1 | AGP1 TOR yeast: 101 | CR mimetic SO: 95

Next results.
SMILES	RPL19A-GFP yeast	MEP2-GFP yeast	VLA-4 inh	LAP4-GFP MLPCN	CIT2 TOR yeast	GRK2 aptamer HTS	AGP1 TOR yeast	CR mimetic SO
CCC(=O)Nc1ccc(N2CCN(CC)CC2)c(Cl)c1	99	99	2	113	101	0	97	93
O=C(N/N=C/c1c(O)n(CCc2ccccc2)c(=O)[nH]c1=O)c1ccncc1	91	106	-11	95	95	0	92	97
COc1cccc(OC)c1C1=NCC(=O)Nc2c1oc1ccc(Br)cc21	102	97	6	113	95	24	96	99
O=P(Oc1ccccc1)(Oc1ccccc1)C(O)c1ccccc1 (stereo not given)	102	103	11	92	99	3	106	110
CC(=O)c1cn(Cc2ccccc2C#N)c2ccccc12	98	104	-19	106	107	0	118	106
C[N+]1(C)C2CCC1CC(OC(=O)c1ccccc1)C2 (stereo not given)	101	104	4	108	100	0	105	87
CC(=NC(C)c1ccccc1)c1c(O)[nH]c(=O)[nH]c1=O (stereo not given)	108	110	8	117	116	2	/	110
C=C1C(=O)O[C@@H]2C[C@@H](C)[C@@H]3C4OC4C(=O)[C@@]3(C)[C@@H](O)[C@H]12 (stereo not given in full)	96	88	1	93	77	2	81	92
N#CCN1CCN(c2ccc(C(F)(F)F)cc2)CC1	107	93	-4	84	108	4	97	71
CC(C)C12CN3CC(C(C)C)(CN(C1)C3c1cccnc1)C2=O (stereo not given)	90	95	5	93	100	1	92	92
O=P(O)(O)COc1ccccc1O	92	95	8	94	97	0	92	103
CCCc1cc(=O)oc2cc(OCC(=O)N3CCC(C(=O)O)(c4ccccc4)CC3)ccc12	94	90	9	96	94	0	95	103
CCCNC(=O)c1c(N)n(Cc2ccc3c(c2)OCO3)c2nc3ccccc3nc12	101	97	3	101	98	3	103	107
O=C1NC(=O)C(=Cc2ccc(N3CCOCC3)cc2)C(=O)N1	101	103	1	103	103	0	104	96
CS(=O)(=O)c1ccc(C(=O)N2CCC(C(=O)O)(c3ccccc3)CC2)cc1	98	96	14	115	98	1	101	99
CC12CN3CC(C)(CN(C1)C3c1cccnc1)C2=O (stereo not given)	99	103	12	104	95	2	101	96
CC1(C)CN=C(NCc2ccccc2Cl)S1	100	96	0	101	94	13	93	98
C=CC12CN(C)[C@@H]3C4CO[C@H](C[C@H]41)[C@]1(C(=O)Nc4ccccc41)[C@@H]32 (stereo not given in full)	95	105	28	104	98	2	100	108
COC(=O)C1=C(c2ccc(F)cc2OCc2ccccc2)C[C@@H]2CC[C@H]1N2C(=O)NCc1ccccc1Br	111	105	-2	120	118	0	116	115
O=C(Cc1ccccc1)OCC(=O)c1ccc(F)cc1	100	100	2	96	97	3	98	84
CCOC(=O)[C@@H]1[C@H]2COc3ccc(Br)cc3[C@@H]2N2C(=O)N(c3cccc(C)c3)C(=O)[C@]12C	97	90	12	109	70	4	82	99
Cn1c2ccccc2c2c(C(=O)N3CCC4(CC3)OCCO4)cn(C3CCCCC3)c(=O)c21	105	99	-10	105	95	0	104	85
CCOC(=O)CNC(=O)CNC(=O)C(Cc1ccc(N(CCCl)CCCl)cc1)NC(C)=O (stereo not given)	96	95	-2	99	97	0	102	94
CCN(CC)CCNC(=O)c1c(O)c2ccccc2n(Cc2ccccc2)c1=O	97	105	19	101	97	0	96	92
O=C(Cc1ccccc1)NC(Oc1ccccc1Cl)C(Cl)(Cl)Cl (stereo not given)	107	102	2	96	104	2	106	101
O=C(COc1ccc(Br)cc1)N1CCN(C2CCCC2)CC1	97	98	-7	94	90	0	95	91
COc1ccc(CC2C(=O)N(c3ccccc3)C(=O)N(c3ccccc3)C2=O)c(OC)c1	99	99	-7	94	101	4	97	122
CCc1ccc(OCC(=O)N2CCN(Cc3ccc4c(c3)OCO4)CC2)cc1	101	99	15	94	105	0	98	83
COP(=O)(OC)C(Nc1ccccn1)c1ccccc1 (stereo not given)	98	106	6	94	105	0	98	107
CC(=O)N1CCC2(CC1)CC(=O)c1cc(OCC(=O)N3CCN(C)CC3)ccc1O2	99	104	-1	103	98	0	98	135
CCN(CC)C(=O)c1ccc(NC(=O)COc2ccc([N+](=O)[O-])cc2Cl)cc1	100	94	7	88	104	1	99	109
O=P(C(c1c[nH]c2ccccc12)N1CCOCC1)(N1CCOCC1)N1CCOCC1 (stereo not given)	101	109	2	104	98	0	101	100
O=C1C2CCCN2C(c2cccnc2)N1c1cccc(Cl)c1 (stereo not given)	98	93	22	104	95	2	93	95
CC(C)N1C(=O)CCC1C(=O)N1CCC2(CC1)OCCO2 (stereo not given)	108	107	10	102	94	6	110	111
